# Source: PubChem BioAssay (National Center for Advancing Translational Sciences (NCATS))
# KinaseGlo FLuc: blocks Kinase-Glo luciferase, a counter-screen artifact | Potency, µM (highest dose often 38.3 µM), without a hit: at the highest dose activity change, negative = inhibition, usual class: inhibitors | 200,000 tested, 0.28% active | Kinase-Glo luciferase, ATP luminescence, 8 min | AID 1379 | Q27757; also: potency is read from the fitted curve at half-maximal effect; % is scaled to controls: 0 for no effect and ±100 for the full control effect; nearly all actives have a fitted effect of over 60% in size
#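 Kinase-Glo luciferase light output from ATP and luciferin was measured with 10 uM ATP, within the enzyme's linear range. Buffer: 50 mM imidazole pH 7.2, 50 mM KCl, 7 mM MgCl2, 0.01% Tween 20, 0.05% BSA; luminescence read after 8 min at ambient temperature.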
# LMNA splice mod: changes lamin A minigene splicing in HeLa cells; HeLa LMNA splicing GFP/RFP minigene ratio, 48 h; Potency, µM (doses to about 46.1 µM), for the others: top-dose ratio change, negative = inhibition, usual class: inhibitors; 200,000 tested, 0.01% active; AID 1487; active = well fitted inhibition curve with a large enough effect in the signal ratio, with a control signal flat, not every such curve was filed as active; inconclusive = small, poorly fitted or top-dose-only effect, or effect the other way, or a change in a side signal; the % refers to the signal ratio; also: potency is read from the fitted curve at half-maximal effect; % is scaled to controls: 0 for no effect and ±100 for the full control effect
#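 S3 HeLa stable clones carrying a lamin A-EGFP splicing minigene plus DsRed2 were seeded at 600 cells/well in Opti-MEM with 2% FBS, pin-dosed and incubated 48 h at 37°C. Acumen cytometry (488 nm) gave the GFP/RFP total-intensity ratio.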
# HTT aggregate: inhibitors of mutant huntingtin aggregate formation in PC12 cells; Potency, µM (doses to about 46.1 µM), for the others: top-dose activity change, negative = inhibition, actives largely listed as inhibitors; 220,000 tested, 1.1% active; PC12 HttQ103-GFP aggregates, Acumen cytometry, 40 h; also: potency is read from the fitted curve at half-maximal effect; % is scaled to controls: 0 for no effect and ±100 for the full control effect; nearly all actives have a fitted effect of over 60% in size
#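 Multiplexed with ATP-based cell death, this channel scores GFP aggregates in PC12 cells expressing inducible HTTex1-Q103-GFP. Induction used 100 nM tebufenozide; compounds were tested in concentration series.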
# Epigenetic reg: regulators of epigenetic silencing causing reporter derepression in mouse cells; murine LDR cells, GFP reporter derepression, 30 h; Potency, µM (highest dose often 53.9 µM), without a hit: top-dose GFP activation, actives largely listed as activators; 280,000 tested, 0.2% active; also: potency is read from the fitted curve at half-maximal effect; % of control where 0% means no effect; nearly all actives have a fitted effect of over 60% in size
#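 In this reporter-derepression format, murine cells bearing a silenced integrated CMV-GFP locus incubate with test compound (30 h, 37 C), then are washed and imaged; fluorescent objects of 20–120 um count as induced cells.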
# IMPase Li inh: cell-permeable IMPase inhibitors with lithium potentiation. AID 1457. Potency, µM (titrated, usually from 59.4 µM), inactives show at the highest dose activity, negative = IMPase inhibition, most hits filed as inhibitors. CHO-M1 cells, IP1 TR-FRET (IP-One), carbachol + lithium. 210,000 tested, 0.35% active;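 also: IP1 builds up when IMPase is blocked and the TR-FRET signal falls; potency is read from the fitted curve at half-maximal effect; plate controls were basal vehicle for no effect and high inhibitor control for full effect; nearly all actives have a fitted effect of over 50% in size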
#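 Readout is a homogeneous TR-FRET IP1 immunoassay (Ex 320, Em 665 and 620), where raised cytosolic IP1 lowers signal. Cells were CHO-M1 treated 30 min at 37C with test compounds plus a little lithium; AC50 values came from Hill-equation fitting.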
# NPSR antag: neuropeptide S receptor (human) antagonism, cAMP. Q6W5P4. CHO-NPSR cells, cAMP TR-FRET, antagonist mode. Potency, µM (doses to about 38.3 µM), inactives show at the highest dose activity change, negative = inhibition, usual class: inhibitors. 220,000 tested, 1% active; also: potency is read from the fitted curve at half-maximal effect; % is scaled to controls: 0 for no effect and ±100 for the full control effect; nearly all actives have a fitted effect of over 50% in size; many of its hits are not listed in these tables
# Target sequence (Q6W5P4 whole entry, looked up): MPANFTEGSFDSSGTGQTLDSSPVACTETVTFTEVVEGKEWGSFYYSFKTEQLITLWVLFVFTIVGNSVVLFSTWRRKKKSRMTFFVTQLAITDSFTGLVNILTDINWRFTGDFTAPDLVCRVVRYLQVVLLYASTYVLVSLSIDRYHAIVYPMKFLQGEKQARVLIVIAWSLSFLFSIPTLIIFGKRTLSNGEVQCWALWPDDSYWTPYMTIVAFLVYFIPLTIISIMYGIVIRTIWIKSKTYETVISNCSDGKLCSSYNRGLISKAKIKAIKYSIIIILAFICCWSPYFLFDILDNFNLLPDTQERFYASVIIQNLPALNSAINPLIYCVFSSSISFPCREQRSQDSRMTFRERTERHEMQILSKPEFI
# CBFb RUNX1 block: CBF-beta/RUNX1 interaction disruption; Potency, µM (series often up to 59.8 µM), inactives show at the highest dose activity, negative = inhibition, hits mostly inhibitors; 230,000 tested, under 10 active; AlphaScreen CBFb-His/RUNX1-biotin binding, biochemical; also: % of control where 0% means no effect
# Target sequence (Q01196 whole entry, looked up): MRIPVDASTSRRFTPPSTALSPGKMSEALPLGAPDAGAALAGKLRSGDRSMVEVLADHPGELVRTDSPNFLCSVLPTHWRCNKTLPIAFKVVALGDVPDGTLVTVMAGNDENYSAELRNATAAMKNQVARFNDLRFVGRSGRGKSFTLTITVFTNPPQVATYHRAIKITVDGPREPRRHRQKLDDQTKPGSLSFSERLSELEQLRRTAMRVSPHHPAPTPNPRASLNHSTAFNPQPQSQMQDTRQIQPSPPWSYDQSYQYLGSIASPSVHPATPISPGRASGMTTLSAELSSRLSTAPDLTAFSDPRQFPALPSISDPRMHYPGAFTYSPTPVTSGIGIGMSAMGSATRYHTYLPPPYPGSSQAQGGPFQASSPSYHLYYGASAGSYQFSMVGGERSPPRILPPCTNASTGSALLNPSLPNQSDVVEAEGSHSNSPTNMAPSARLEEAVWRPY
# Target sequence (Q13951 whole entry, looked up): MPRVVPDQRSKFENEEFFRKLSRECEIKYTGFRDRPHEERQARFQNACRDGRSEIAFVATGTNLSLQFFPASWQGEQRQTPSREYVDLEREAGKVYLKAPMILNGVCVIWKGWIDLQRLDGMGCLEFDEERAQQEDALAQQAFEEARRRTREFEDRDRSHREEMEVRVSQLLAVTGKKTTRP
#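 Bead-based AlphaScreen assay; binding partners His-tagged CBF-beta and biotinylated RUNX1 at 30 nM each. Compound exposure 15 min after a 20-min protein preincubation; bead step 90 min; all steps at room temperature.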
# * = called active by the depositor; ? = inconclusive; nt = not tested or not shown; & = joins results of further samples; [ ] = remark or other dose. Unless noted, calls follow the shape of the dose curve; as a rule, active = well fitted curve in the direction sought with a large enough effect; inconclusive = small, poorly fitted or top-dose-only effect, or another doubt; inactive = no such curve, though single readings can be large; an effect the other way counts as inactive or inconclusive. Only part of the results is shown; rates above refer to the full screens.
SMILES,KinaseGlo FLuc,LMNA splice mod,HTT aggregate,Epigenetic reg,IMPase Li inh,NPSR antag,CBFb RUNX1 block
Cc1ccc(C(=O)COC(=O)CNC(=O)c2ccco2)cc1,-1%,6%,9%,-2.3%,1%[38.3 µM],-8%[46.1 µM],1%
O=C(c1ccc(S(=O)(=O)Nc2ccc(F)cc2)cc1)N1CCN(c2ccccn2)CC1,5%,-21%[46 µM],14µM*,-2.2%,14%,-8%,1%
O=S(=O)(c1cccs1)N1CCN(c2ccnc3cc(Cl)ccc23)CC1,nt,nt,3%[9.22 µM],4.7%,nt,?,6%
CC(=O)N1CCN(C(C)=O)C1c1ccccc1,5%,-11%,-8%,-1.1%,-9%[38.3 µM],-4%[46.1 µM],11%
Cc1csc(NC(=O)/C=C/c2ccco2)n1,-3%,-7%,-13%,0.0%,-7%,-15%,-1%
Cc1noc(C)c1CSc1nnc2ccc3ccccc3n12,0%,1%,6%,-2.1%,7%[38.3 µM],-19%[46.1 µM],7%
O=C1NC(NS(=O)(=O)c2ccc(Cl)cc2)(C(F)(F)F)C(=O)N1c1ccccc1 (configuration not stated),0%,-4%,21%,-1.8%,4%,12%,3%
COc1ccc(Cl)cc1NC(=O)c1cc(-c2cc(C)ccc2O)n[nH]1,nt,nt,11%[9.22 µM],4.9%,nt,20%,3%
O=C(/C=C/c1ccccc1)NC(=S)Nc1ncccn1,nt,nt,-2%[9.22 µM],-1.1%,nt,14%,20%
CN1C(=O)CSC1=NC12CC3CC(CC(C3)C1)C2,-1%,31%,-14%,0.0%,21%[38.3 µM],-8%[46.1 µM],5%
COCCNC(=O)/C(C#N)=C/c1ccc(-c2ccc(OC)cc2[N+](=O)[O-])o1,-4%,11%,-14%,1.9%,-22%[38.3 µM],-10%[46.1 µM],-1%
O=C1NC(=S)S/C1=C/c1ccc(N2CCOCC2)o1,?,?,-31%,-1.9%,-10%,13µM*,-17%
COc1ccc(C(=O)Nc2ccccc2C(=O)NC(Cc2ccc(O)cc2)C(=O)NNC(=O)c2ccccc2)cc1 (configuration not stated),-2%,-11%,3%,-1.1%,0%,2%,-3%
CCOC(=O)c1sc2ncnc(OC)c2c1C,-2%,11%,-3%,0.0%,-10%[38.3 µM],-13%[46.1 µM],7%
CCOC(=O)C1CCCN(C(=O)c2ccc(C)c([N+](=O)[O-])c2)C1 (configuration not stated),-1%,2%,3%,-0.3%,8%,9%,16%
COc1ccc(NC(=O)NCc2ccccn2)cc1,0%,-8%,-1%,-1.0%,-1%,-6%[46.1 µM],-23%
COc1cc(/C=C(\C#N)C(=O)Nc2ccc3ccccc3c2)c([N+](=O)[O-])cc1OC,1%,-13%,-20%,-0.1%,19%,12%,1%
Cc1nn2c(N)c(C#N)cnc2c1-c1ccc(Cl)cc1,-2%,2%,-12%,-0.8%,11µM*,7.9µM*,0%
Nc1nonc1C(=O)NCCc1ccccc1,-4%,-1%,18%,-6.4%,-2%[38.3 µM],6%[46.1 µM],0%
O=[N+]([O-])c1cccc(/C=N/n2cnnc2)c1,nt,nt,?,-3.8%,nt,-15%,-3%
Fc1cccc(Cl)c1CSc1nnnn1-c1ccc2c(c1)OCO2,-7%,?,-32%,1.7%,-6%[38.3 µM],-14%[46.1 µM],29%
O=C1CC(=O)Nc2cc(S(=O)(=O)N3CCN(c4cccc(C(F)(F)F)c4)CC3)ccc2N1,1%,22%[46 µM],-29%,8.7%,-11%,-11%,0%
CCOc1ccc(N(CC(=O)OC)S(=O)(=O)c2ccc3c(c2)n(C)c(=O)c(=O)n3C)cc1,1%,17%[46 µM],-9%,5.4%&-0.2%,6%[38.3 µM],-7%[46.1 µM],-2%
O=C1CN(CC(=O)N2CCOCC2)c2ccccc2O1,-1%,2%,-5%,-0.2%,50%[activator][38.3 µM],-6%[46.1 µM],?
O=C(NCc1ccc(OC(F)(F)F)cc1)C1CC(c2ccccc2[N+](=O)[O-])=NO1 (configuration not stated),-1%,8%,-15%,6.1%,1%[38.3 µM],-5%[46.1 µM],-1%

# (list continues)
SMILES,KinaseGlo FLuc,LMNA splice mod,HTT aggregate,Epigenetic reg,IMPase Li inh,NPSR antag,CBFb RUNX1 block
O=C(c1ccccc1)N1CCN(C(=S)NCc2ccco2)CC1,6%,-7%[46 µM],1%,5.5%,-6%,3%,9%
N/C(=N\OCc1ccc([N+](=O)[O-])cc1)c1ccccn1,10µM*,nt,-5%,-4.0%,0%,5%,10%
COCCn1nnnc1C(c1ccccc1)N1CCN(c2ccccc2)CC1 (configuration not stated),-1%,-6%,-7%,2.3%,13%,-8%[46.1 µM],8%
Cc1[nH]c2ccccc2c1C(=O)CN1CCC2(CC1)OCCO2,-6%,-2%,-1%,-0.9%,2%[38.3 µM],2%[46.1 µM],-1%
O=C1c2ccccc2C(Nc2ccc(F)c(Cl)c2)N1Cc1ccco1 (configuration not stated),-1%,?,?,0.0%,16%,?,-1%
O=C(COc1ccccc1[N+](=O)[O-])N1CCN(S(=O)(=O)c2ccccc2)CC1,-1%,-4%[46 µM],12%,-1.4%,3%,-10%,-2%
Cc1c(/C=N/n2cnnc2)c2ccccc2n1C,1%,-12%,4%,-3.4%,2%,-5%[46.1 µM],5%
Nc1nc(NCCO)nc(NCC2CCCO2)c1[N+](=O)[O-] (configuration not stated),0%,5%,13%,-1.9%,-1%,12%,6%
Cn1nnnc1SCC(=O)NC(=O)Cc1ccccc1,2%,0%,9%,2.8%,-7%[38.3 µM],0%[46.1 µM],4%
Cc1ccc(C(=O)C(C)OC(=O)C2CC(=O)N(C3CCCCC3)C2)cc1 (configuration not stated),1%,0%,3%,-1.1%,-8%[38.3 µM],-8%[46.1 µM],0%
CC1CCN(C(=O)CSc2nc3c(cnn3-c3ccccc3)c(=O)[nH]2)CC1,4%,6%,?,3.7%,11%[38.3 µM],-5%[46.1 µM],0%
Cc1ccc2cc(C(c3nnnn3C3CCCC3)N3CCN(c4ccc(F)cc4)CC3)c(=O)[nH]c2c1 (configuration not stated),-5%,-10%,1%,-1.2%,8%,?,11%
COc1ccc(OCC(O)Cn2c(=N)n(Cc3ccccc3)c3ccccc32)cc1 (configuration not stated),-1%,?,-29%,0.0%,7%,-3%[46.1 µM],3%
C=C(C)C(=O)Nc1cccc(C2=NOC3(C2)C[C@@H](C(N)=O)N(C(=O)/C=C/CC)C3)c1 (some centres not stated),nt,nt,4%[9.22 µM],1.6%,nt,21%,?
C/C(CC(=O)Nc1cc(C)ccn1)=N\NC(=O)COc1cccc(C)c1,0%,12%,0%,-2.3%,-8%[38.3 µM],-7%[46.1 µM],1%
NC(=O)CC1(CC(=O)O)CCCCC1,-7%,3%,-10%,-1.0%,25%[38.3 µM],-10%[46.1 µM],5%
CCOC(=O)c1c(=O)n(O)c2ccc(OC)cc2[n+]1[O-],0%,-4%,15%,0.7%,38%[38.3 µM],-6%[46.1 µM],-8%
COC(=O)c1c(NC(=O)CN(c2ccc(C)c(C)c2)S(C)(=O)=O)sc2c1CCCC2,0%,?,-3%,-1.0%,5%,?,-9%
c1ccc(CCC2CCCCN2Cc2nc(-c3ccc4c(c3)OCO4)no2)nc1 (configuration not stated),nt,nt,-12%[9.22 µM],1.1%,6%,12%,4%
CC(C)(C)c1ccc(C(=O)NCC(=O)OCc2ccc([N+](=O)[O-])cc2)cc1,1%,-1%,-8%,0.0%,23%,-10%,-5%
C#CCOc1c(Cl)cc(/C=N/NC(N)=S)cc1OCC,0%,?,18%,-0.1%,2%,-6%,-4%
Cc1ccc(C)c2[nH]c(=O)c(CN(CC3CCCO3)C(=S)NCc3ccco3)cc12 (configuration not stated),nt,nt,-6%[9.22 µM],-1.8%,nt,-34%,2%
Cc1cc(NCc2ccccc2)nc2ccccc12,-4%,-6%,-28%,-0.3%,11%,13%[46.1 µM],15%
Cc1ccc(S(=O)(=O)C(C)C(=O)c2ccc3c(c2)OCCO3)cc1 (configuration not stated),5%,-7%,16%[9.22 µM],0.0%,1%[38.3 µM],-12%[46.1 µM],0%
O=C(CN1N=C(c2ccc(Cl)cc2)CCC1=O)NCc1cccs1,0%,nt,-4%,-1.2%,-1%,20%,-3%
O=C(CN(C1CCCCC1)S(=O)(=O)c1ccc(Cl)cc1)NCc1cccnc1,-1%,?,-19%[9.22 µM],-0.2%,4%[38.3 µM],-10%[46.1 µM],2%
CCOC(=O)c1c(C)n(C)c2ccc(OCC(O)CN3CCN(C)CC3)cc12 (configuration not stated),0%,-9%,3%,0.7%,15%[38.3 µM],5%[46.1 µM],-9%

# In another format: results already given
Compound	KinaseGlo FLuc	LMNA splice mod	HTT aggregate	Epigenetic reg	IMPase Li inh	NPSR antag	CBFb RUNX1 block
O=C(c1ccccc1)N1CCN(C(=S)NCc2ccco2)CC1	6%	-7%[46 µM]	1%	5.5%	-6%	3%	9%
N/C(=N\OCc1ccc([N+](=O)[O-])cc1)c1ccccn1	10µM*	nt	-5%	-4.0%	0%	5%	10%
COCCn1nnnc1C(c1ccccc1)N1CCN(c2ccccc2)CC1 (configuration not stated)	-1%	-6%	-7%	2.3%	13%	-8%[46.1 µM]	8%
Cc1[nH]c2ccccc2c1C(=O)CN1CCC2(CC1)OCCO2	-6%	-2%	-1%	-0.9%	2%[38.3 µM]	2%[46.1 µM]	-1%
O=C1c2ccccc2C(Nc2ccc(F)c(Cl)c2)N1Cc1ccco1 (configuration not stated)	-1%	?	?	0.0%	16%	?	-1%
O=C(COc1ccccc1[N+](=O)[O-])N1CCN(S(=O)(=O)c2ccccc2)CC1	-1%	-4%[46 µM]	12%	-1.4%	3%	-10%	-2%
Cc1c(/C=N/n2cnnc2)c2ccccc2n1C	1%	-12%	4%	-3.4%	2%	-5%[46.1 µM]	5%
Nc1nc(NCCO)nc(NCC2CCCO2)c1[N+](=O)[O-] (configuration not stated)	0%	5%	13%	-1.9%	-1%	12%	6%
Cn1nnnc1SCC(=O)NC(=O)Cc1ccccc1	2%	0%	9%	2.8%	-7%[38.3 µM]	0%[46.1 µM]	4%
Cc1ccc(C(=O)C(C)OC(=O)C2CC(=O)N(C3CCCCC3)C2)cc1 (configuration not stated)	1%	0%	3%	-1.1%	-8%[38.3 µM]	-8%[46.1 µM]	0%
